# CHRM5 agonist = CHRM5 agonism in calcium assay | P08912 | CHO-K1 hM5 cells, Fluo-8 calcium fluorescence; 0% DMSO wells, 100% maximal acetylcholine response | activation, % at 3 µM | 360,000 tested, 0.19% active | AID 624037;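 active = activation above the run's mean over test compounds plus 3 SD, cut at about 23% in these data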;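 note: signal is peak over basal fluorescence ratio across the kinetic read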
# Target sequence (P08912 whole entry, looked up): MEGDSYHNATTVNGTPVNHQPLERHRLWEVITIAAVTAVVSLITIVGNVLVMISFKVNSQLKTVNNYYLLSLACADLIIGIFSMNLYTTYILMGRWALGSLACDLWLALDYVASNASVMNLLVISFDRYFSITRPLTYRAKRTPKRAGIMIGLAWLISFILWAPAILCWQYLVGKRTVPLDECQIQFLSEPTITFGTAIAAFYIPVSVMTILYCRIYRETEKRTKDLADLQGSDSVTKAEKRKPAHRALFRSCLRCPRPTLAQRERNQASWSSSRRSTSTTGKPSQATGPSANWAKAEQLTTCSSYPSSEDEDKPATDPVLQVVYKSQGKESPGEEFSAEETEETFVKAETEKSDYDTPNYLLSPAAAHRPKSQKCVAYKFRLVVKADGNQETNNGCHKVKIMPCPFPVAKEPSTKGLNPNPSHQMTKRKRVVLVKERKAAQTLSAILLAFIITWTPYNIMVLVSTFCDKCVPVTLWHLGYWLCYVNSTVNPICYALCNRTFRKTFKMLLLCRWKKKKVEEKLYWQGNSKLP
# CHRM4 agonist = CHRM4 agonism in calcium assay; P08173; CHO-K1 hM4/Gqi5, Fluo-8 calcium fluorescence; vehicle 0%, full acetylcholine response 100%; activation, % at 3 µM; 360,000 tested, 0.14% active;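 active = activation above the run mean over all test wells plus 3 SD, cut at about 32% in these data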;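 note: peak over basal fluorescence ratio per well then scaled between controls; 0% = DMSO wells and 100% = acetylcholine at EC100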
# CRFBP-R2 agonist = agonists of human CRF-binding protein/CRF-R2 receptor complex; 350,000 tested, 0.46% active; HEK293 CRF-R2/CRF-BP, calcium dye fluorescence (FLIPR); percent of saturating CRF peptide response; AID 588473; activation, % at 13.2 µM;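 active = activation of at least 50%, plus an integration ratio under a set limit after plate pattern correction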;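 note: plate controls were neutral control wells without compound for no effect and CRF at EC100 for full effect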
# CHRM4 PAM = potentiates acetylcholine response at human M4 receptor | CHO-K1 hM4/Gqi5, Fluo-8 calcium fluorescence, ACh EC20; 0% = ACh EC20, 100% = maximal ACh | activation, % at 3 µM | 360,000 tested, 0.4% active | AID 624126;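 active = activation above its plate's cutoff, the mean activation of sample wells plus 3 SD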; note: some results filed as inactive read as strong as hits
# CRFR2-BP antag = CRF-BP/CRF-R2 complex antagonism | 350,000 tested, 0.59% active | HEK293 CRF-R2/CRF-BP, CRF-induced calcium fluorescence | inhibition, % at 11.8 µM;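 active = inhibition of the ligand-induced calcium signal above about 50% at the single tested concentration, limit read from the data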
# M4 antag = blocks acetylcholine activation of human M4 receptor; AID 624125; CHO-hM4 cells, ACh EC80, Fluo-8 calcium fluorescence; 360,000 tested, 0.73% active; inhibition, % at 3 µM; P08173;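 active = inhibition above its plate's cutoff, the mean inhibition of sample wells plus 3 SD, cut at about 27% in these data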;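 note: 0% = acetylcholine EC80 with DMSO and 100% = DMSO without agonist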
# M5 PAM = CHRM5 positive allosteric modulation; CHO-K1 hM5, Fluo-8 calcium, ACh EC20 PAM; 0% = ACh EC20, 100% = ACh EC100; activation, % at 3 µM; P08912; 360,000 tested, 0.3% active;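 active = activation above the run cutoff, the mean activation of all test compounds plus 3 SD, cut at about 18% in these data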
#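 Replicates: One well per compound, no replicates | System: Human M5 receptor in CHO-K1 cells | Benchmarks: Low control EC20 acetylcholine (0%), high control EC100 acetylcholine (100%) | Probe or stimulus: Acetylcholine, EC20 level | Times: Fluo-8 loading 80 min at 37 °C plus 30 min room temperature | Signal: Intracellular calcium via Fluo-8 fluorescence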
# CHRM1 PAM = human CHRM1 positive allosteric modulation. CHO-K1 hM1, Fluo-8 calcium fluorescence, ACh EC20; 0% = ACh EC20, 100% = maximal ACh. AID 588819. 360,000 tested, 0.088% active. activation, % at 3 µM; in the data active = activation above about 19%, passing the limit was not always enough
# Target sequence (P11229 whole entry, looked up): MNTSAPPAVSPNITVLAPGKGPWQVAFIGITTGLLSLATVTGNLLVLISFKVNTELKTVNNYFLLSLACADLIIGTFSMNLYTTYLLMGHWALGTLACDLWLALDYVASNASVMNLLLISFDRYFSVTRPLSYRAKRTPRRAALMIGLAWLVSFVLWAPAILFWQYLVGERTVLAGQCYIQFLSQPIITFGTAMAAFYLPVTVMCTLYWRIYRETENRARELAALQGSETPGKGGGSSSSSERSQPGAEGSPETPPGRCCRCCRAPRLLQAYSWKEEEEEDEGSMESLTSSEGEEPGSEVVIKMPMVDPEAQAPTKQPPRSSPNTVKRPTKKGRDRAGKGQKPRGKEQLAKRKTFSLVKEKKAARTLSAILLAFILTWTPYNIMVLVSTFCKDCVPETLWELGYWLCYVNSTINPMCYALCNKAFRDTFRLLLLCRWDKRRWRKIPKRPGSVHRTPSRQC
# CHRM5 antagonist = CHRM5 antagonism in calcium assay. 360,000 tested, 0.59% active. inhibition, % at 3 µM. AID 624040. CHO-hM5 cells, Fluo-8 calcium fluorescence, ACh EC80. P08912;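 active = inhibition above a per-plate cutoff, the mean of that plate's test compounds plus 3 SD, cut at about 27% in these data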;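 note: 0% = acetylcholine EC80 with DMSO and 100% = DMSO without agonist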
# Numbers without * were called inactive; · = not tested or not shown. The order is random. About 2.6% of those tested had a hit in this group.
SMILES,CHRM5 agonist,CHRM4 agonist,CRFBP-R2 agonist,CHRM4 PAM,CRFR2-BP antag,M4 antag,M5 PAM,CHRM1 PAM,CHRM5 antagonist
CC(C)COC(=O)Nc1ccc(C(=O)O)cc1,0,1,-0.7,5,-2,10,5,9,-11
N#Cc1ccc(-c2nc3ccc(Cl)cn3c2Cc2ccsc2)cc1,1,2,·,1,·,-7,6,-3,10
OCCN(CCO)c1ccc(C(c2ccc(Cl)cc2)c2ccc(N(CCO)CCO)cc2Cl)c(Cl)c1,-1,4,3.2,6,-55,10,1,11,3
O=c1oc2ccc3ccccc3c2cc1-c1nnc(-c2cccs2)o1,0,0,6.8,14,15,-17,6,4,-1
COc1ccc(CC(=O)Nc2ccc3c(c2)CCC3)cc1S(=O)(=O)N1CCOCC1,-3,9,-1.9,-14,-1,4,-19,-2,10
Cc1c(NC(=O)CSc2nnnn2Cc2ccccc2)c(=O)n(-c2ccccc2)n1C,-1,1,-0.2,-4,-7,3,-8,4,2
COc1ccc(/C=N/NC(=O)C(C)n2cnc3ccccc3c2=O)cc1OC (configuration not stated),-2,0,-2.8,3,14,1,-4,3,1
Cc1ccc(Cn2cc(CN3CC(N4CCCCC4)CS3(=O)=O)nn2)cc1 (configuration not stated),2,1,·,2,·,1,6,·,-4
O=C(NCc1ccco1)C12CN(Cc3ccccc3)CC1C(c1ccc([N+](=O)[O-])cc1)=NO2 (configuration not stated),3,3,-1.1,0,8,-6,3,5,3
O=C(CSc1nnc2n1CCCCC2)NCc1ccccc1,0,0,-1.0,9,-7,-2,0,7,2
Cc1cccc(OCC(=O)NCCNC(=O)c2ccncc2)c1,-2,0,0.0,2,1,-9,1,9,5
O=C(CN1C(=O)C(c2ccc(F)cc2)=NC12CCCC2)Nc1ccc(F)cc1,3,9,1.2,-11,1,-3,-14,-10,15
CC1CCCC(NC(=O)COC(=O)c2cc(=O)[nH]c3ccccc23)C1C (configuration not stated),6,2,-1.1,6,-6,-9,-2,-3,2
CC(=O)c1c(C)[nH]c(C(=O)Nc2cc(F)ccc2C)c1C,-1,2,0.3,3,-2,-6,-6,7,13
Cc1nc2cc(NS(=O)(=O)c3cccc(F)c3)ccc2s1,1,11,-5.4,-4,-21,1,0,5,7
C/C(Cc1ccccc1)=N\NC(=O)CNC(=O)c1cccc(Cl)c1,-4,0,-0.7,1,14,10,2,4,4
O=C(NCCc1ccccc1)c1c[nH]c2ccc(F)cc2c1=O,2,7,-0.1,0,-6,-4,-3,6,11
C/C(=N\NC(=O)C1COc2ccccc2O1)c1ccccn1 (configuration not stated),-2,0,-1.5,3,5,6,-1,1,4
Nc1ccc(C(=O)OCc2csc(-c3ccccc3)n2)cc1[N+](=O)[O-],-3,2,-0.6,11,-21,1,2,7,-5
COc1cc(C2=NOC(C(=O)NCc3ccccn3)C2)cc(OC)c1OC (configuration not stated),-1,1,1.4,-5,-3,6,6,5,-9
O=C(COc1ccccc1F)NNC(=O)Cc1ccc(S(=O)(=O)N2CCOCC2)s1,1,0,18,3,-10,-13,2,3,5
O=C1N=c2ccc([N+](=O)[O-])cc2=C1c1sc(=O)[nH]c1O,2,1,-0.8,4,2,-16,1,5,4
CC(C)(C)OC(=O)NCCCCCNC(=O)c1nc[nH]c1C(=O)N1CCc2ccccc2C1,5,21,-0.6,-12,2,12,-36,-19,6
O=C(Cn1c(CN2CCCCC2)nc2ccccc2c1=O)NCc1ccco1,1,0,-0.5,-5,-5,4,0,-4,7
Cc1cc(NC(=O)CSc2nc3c(c(=O)n2C)SCC3)no1,0,1,-0.8,-3,-8,3,-8,2,10
C[C@H](CO)N1C[C@H](C)[C@@H](CN(C)C)Oc2c(NC(=O)CCCCCC(=O)Nc3ccccc3N)cccc2C1=O,-5,0,-0.1,12,5,-4,2,13,8
O=[N+]([O-])c1ccc(OCc2cn([C@@H](CO)c3ccccc3)nn2)c(Br)c1,1,10,3.7,11,-10,-19,-3,-3,5
O=Cc1cccc(Oc2ncccn2)c1,0,2,1.3,10,18,3,2,6,5
O=C(CC1NCCN(Cc2ccccc2)C1=O)Nc1ccccc1 (configuration not stated),-2,4,-2.7,2,3,2,-7,4,12
O=C(NC1CCCCC1)C(c1ccco1)N(Cc1cccnc1)C(=O)C1COc2ccccc2O1 (configuration not stated),0,7,-1.5,-6,-19,-5,-18,-8,15
CCC(=O)N(NC1=NS(=O)(=O)c2ccccc21)S(=O)(=O)c1ccc(C)cc1,0,1,1.6,7,-4,-11,8,12,-3
CN1/C(=C\C(=S)NC(=O)c2ccccc2Cl)C(C)(C)c2ccccc21,-4,5,3.0,-2,2,7,-9,6,17
COc1cc(C2N(C)C(=O)c3ccccc3N2C)ccc1O (configuration not stated),2,3,-1.1,0,8,2,-4,0,2
COc1ccc(CNS(=O)(=O)c2ccc3c(c2)CC(C)N3C(=O)C2CC2)cc1 (configuration not stated),6,14,1.8,-12,28,0,-15,-7,3
CCCN(CCC)C(=S)NC1CC2C=CC1C2 (configuration not stated),-1,-1,0.6,1,3,2,-7,3,7
Cc1cc(C)cc(OCC(=O)N/N=C/c2ccc([N+](=O)[O-])o2)c1,-5,2,-2.3,2,8,1,6,6,6
COc1ccc(OC)c(Nc2nc(C3CC3)nc3c2nnn3Cc2ccccc2)c1,2,0,-1.5,0,33,7,1,1,2
COc1ccc(NC(=O)CSc2nnc(-c3ccccn3)n2N)c(OC)c1,-1,0,-0.6,-2,15,15,-3,3,-1
CCCCCc1ccc(-c2ccc(/C=C/C(=O)O)cc2)nc1,-1,1,-1.7,-14,40,23,-13,-9,-1
Cc1ccc(C)c(S(=O)(=O)N2CCN(C(=O)C3CC3C)CC2)c1 (configuration not stated),-3,1,-1.2,-1,1,-7,-2,-3,-1

# Compound profiles, as listed above. Screens in order: CHRM5 agonist, CHRM4 agonist, CRFBP-R2 agonist, CHRM4 PAM, CRFR2-BP antag, M4 antag, M5 PAM, CHRM1 PAM, CHRM5 antagonist
# `Cc1c(NC(=O)CSc2nnnn2Cc2ccccc2)c(=O)n(-c2ccccc2)n1C` reads -1, 1, -0.2, -4, -7, 3, -8, 4, 2
# `Cc1nc2cc(NS(=O)(=O)c3cccc(F)c3)ccc2s1` reads 1, 11, -5.4, -4, -21, 1, 0, 5, 7
# `N#Cc1ccc(-c2nc3ccc(Cl)cn3c2Cc2ccsc2)cc1` reads 1, 2, ·, 1, ·, -7, 6, -3, 10
# `O=c1oc2ccc3ccccc3c2cc1-c1nnc(-c2cccs2)o1` reads 0, 0, 6.8, 14, 15, -17, 6, 4, -1

# 2 records picked at random from the list so far, as already listed:
SMILES,CHRM5 agonist,CHRM4 agonist,CRFBP-R2 agonist,CHRM4 PAM,CRFR2-BP antag,M4 antag,M5 PAM,CHRM1 PAM,CHRM5 antagonist
Cc1ccc(C)c(S(=O)(=O)N2CCN(C(=O)C3CC3C)CC2)c1 (configuration not stated),-3,1,-1.2,-1,1,-7,-2,-3,-1
O=C(COc1ccccc1F)NNC(=O)Cc1ccc(S(=O)(=O)N2CCOCC2)s1,1,0,18,3,-10,-13,2,3,5

# Continued.
SMILES,CHRM5 agonist,CHRM4 agonist,CRFBP-R2 agonist,CHRM4 PAM,CRFR2-BP antag,M4 antag,M5 PAM,CHRM1 PAM,CHRM5 antagonist
CCCC(c1nnnn1CS(=O)(=O)c1ccc(C)cc1)N1CCN(C2CCCC2)CC1 (configuration not stated),-5,2,0.0,-4,-11,1,4,-5,13
COc1ccc(/C=C/CN2CCCC(C(=O)c3cc(F)ccc3F)C2)cc1 (configuration not stated),-9,2,-0.3,-5,-6,-2,-11,-20,2
O=C(N=C1SC2CS(=O)(=O)CC2N1c1ccc(F)c(Cl)c1)C1CC1 (configuration not stated),-3,2,-0.2,5,0,-4,-1,8,-10
O=C(COC(=O)c1cc(S(=O)(=O)N2CCCCC2)ccc1Cl)NC1CCCCC1,2,6,-1.9,-7,-17,4,-6,-3,14
Cc1nc2sc(C(c3cccs3)N3CC(C)CC(C)C3)c(O)n2n1 (configuration not stated),-1,0,-3.4,-4,15,17,1,-6,-1
Cc1ccc2cccc(Oc3nnnn3-c3ccccc3)c2n1,-7,2,-0.2,4,-3,-11,4,6,-6
COCCN(CC(=O)NCc1ccc(OC)cc1)C(=O)CCC(=O)Nc1nccs1,-2,0,0.3,10,-33,-4,2,-4,8
Cc1ccc(NC(=O)CN2CCc3ccccc3C2)cc1S(=O)(=O)N1CCOCC1,-1,3,2.0,-3,9,2,0,-8,0
O=C(O)[C@H]1CCCN1C(=O)c1ccccc1N1C(=O)[C@@H]2Cc3c([nH]c4ccccc34)C(c3cccc(Cl)c3)N2C1=O (some centres not stated),0,1,0.1,-3,5,-2,-1,2,0
COc1ccc(NCc2cccnc2)cc1,4,1,-1.1,2,-2,7,0,7,-13
O=C(CN1C(=O)C2CC=CCC2C1=O)Nc1nc2ccccc2s1 (configuration not stated),2,5,-0.2,3,-4,2,0,3,4
CC(C)(C)C1CCC(CN2CCC(CN3C(=O)C(=O)NC[C@@H]3Cc3ccccc3)CC2)CC1 (some centres not stated),-3,0,1.5,-10,-10,9,-8,-1,16
Cc1ccc(NC(=O)CCC(=O)c2ccc(Cl)s2)nc1,-1,1,0.1,5,-16,2,-3,-2,14
COc1cccc(C(=O)NCCN2CCN(c3ccc(Cl)cc3)CC2)c1,0,3,-2.5,-1,14,1,-9,0,3
CC(=O)c1cc(-c2ccccc2)n(CCC(=O)NC2CCCCC2)c1C,-1,1,-2.9,-1,3,-11,0,10,-3
Cc1cc(C)c(C)c(S(=O)(=O)NCC(=O)Nc2ccc(F)cc2)c1C,-1,6,-0.9,0,-4,-12,-2,1,-1
O=C(NC(=S)Nc1cccc(Cl)c1N1CCCCC1)c1ccc2c(c1)OCCO2,-2,1,1.9,-1,-20,-5,-6,-5,6
CCCOc1ccc(-c2nn(-c3ccccc3)cc2/C=C2\SC(=S)N(C3CCS(=O)(=O)C3)C2=O)cc1 (configuration not stated),1,0,48,6,-55,2,-2,7,10
CC(Oc1ccc(Cl)cc1)C(=O)Nc1ccccc1N1CCOCC1 (configuration not stated),1,-1,53*,0,-48,-6,-5,-4,13
CC1CCCN(C(=O)Cn2cnc3c2c(=O)n(C)c(=O)n3C)C1 (configuration not stated),0,0,-0.3,2,-24,2,-5,-1,5
CNC(=O)c1ccccc1Sc1cccc2cccc(C(=O)O)c12,-4,0,0.1,1,5,-3,-3,3,-5
COc1ccccc1CNC(=O)CCS(=O)(=O)Cc1ccc(C)cc1,-2,-1,-0.1,0,-11,12,-3,0,4
CCSc1n[nH]c(=S)s1,-3,1,0.5,-4,-11,2,-3,7,8
COC(=O)c1[nH]c2c(c1C)C(=O)CC(c1cc(OC)c(OC)c(OC)c1)C2 (configuration not stated),3,6,-1.2,2,-4,-8,-7,-1,19
O=C(Nc1nc2ccc3ccccc3c2s1)c1ccc(N2CCCCC2)c([N+](=O)[O-])c1,-4,1,4.8,13,-27,-22,0,8,-10
CCn1c(O)c(N=N)c2ccccc21,-3,2,0.8,3,-10,-2,2,6,4
CCCC(=O)N1CCC1(C)C(=O)Nc1ccc2nc(C)ccc2c1 (configuration not stated),0,3,·,5,·,-20,-3,4,-1
Cc1cccc(C(=O)OCc2cc3ccccc3[nH]c2=O)c1,-5,0,0.2,-2,1,9,0,-10,-1
